Bioassay records as filed in PubChem.
PTK2B oligo ant: Pyk2 (human) oligomerization antagonism; AID 1347419; z-score (the deposit names both 25 µM and 10 µM); Q293 cells, Pyk2 FERM NanoBiT luminescence; stronger effect = lower value; actives 0.83% (n = 99,000);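 active = Z-score of -3 or lower, scaled per plate to the spread of control and sample wells; inactive = z-score above -3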;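 also: negative z-score means lost luminescence so less FERM oligomerization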
Target sequence (Q14289 whole entry, looked up): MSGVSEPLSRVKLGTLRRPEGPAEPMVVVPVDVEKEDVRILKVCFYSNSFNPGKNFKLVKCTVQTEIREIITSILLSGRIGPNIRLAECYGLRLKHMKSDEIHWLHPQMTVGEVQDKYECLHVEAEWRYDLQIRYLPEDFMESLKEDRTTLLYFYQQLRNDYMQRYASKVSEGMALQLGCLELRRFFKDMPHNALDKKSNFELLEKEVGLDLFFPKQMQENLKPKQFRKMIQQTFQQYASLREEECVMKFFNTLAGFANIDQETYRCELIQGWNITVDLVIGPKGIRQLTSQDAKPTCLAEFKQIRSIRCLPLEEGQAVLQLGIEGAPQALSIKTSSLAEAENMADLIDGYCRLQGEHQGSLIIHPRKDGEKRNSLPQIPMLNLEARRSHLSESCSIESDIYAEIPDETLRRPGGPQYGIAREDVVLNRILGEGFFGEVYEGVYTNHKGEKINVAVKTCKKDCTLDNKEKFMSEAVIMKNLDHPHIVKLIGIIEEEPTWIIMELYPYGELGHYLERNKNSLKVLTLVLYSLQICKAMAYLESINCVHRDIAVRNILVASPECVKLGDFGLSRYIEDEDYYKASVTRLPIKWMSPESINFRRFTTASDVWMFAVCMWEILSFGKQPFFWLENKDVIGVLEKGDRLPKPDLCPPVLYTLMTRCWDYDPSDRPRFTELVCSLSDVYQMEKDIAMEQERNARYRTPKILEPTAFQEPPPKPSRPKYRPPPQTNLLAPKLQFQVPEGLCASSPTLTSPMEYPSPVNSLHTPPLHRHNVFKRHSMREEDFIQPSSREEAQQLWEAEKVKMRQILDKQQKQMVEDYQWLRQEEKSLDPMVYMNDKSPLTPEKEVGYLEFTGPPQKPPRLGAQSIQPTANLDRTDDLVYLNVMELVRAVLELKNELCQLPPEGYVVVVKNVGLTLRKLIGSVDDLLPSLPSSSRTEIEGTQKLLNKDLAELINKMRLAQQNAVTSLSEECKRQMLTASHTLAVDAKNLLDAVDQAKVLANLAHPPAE
Smad3 FoxH1 inh: inhibitors of human Smad3 transcription factor binding; TR-FRET Smad3/Dy647-FoxH1 peptide binding, europium anti-His; AID 630; P84022; actives 0.29% (n = 88,000); inhibition, % at 25 µM;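 active = compounds that reduce the energy-transfer binding signal between the protein and its labelled peptide by more than half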;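 also: 0% = Smad3 plus labelled peptide maximal FRET and 100% = peptide-only background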
IL1B cytotox: HUVEC cytotoxicity counter-screen, IL-1B stimulated. actives 0.41% (n = 94,000). cell count reduction, % at 2 µM. HUVEC cell count loss, Hoechst imaging;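 active = cell count reduction more than 3 SD above the screen-wide mean, cut at about 70% in these data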;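 also: normalized per plate to untreated control cells as the no-loss baseline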
Lung fibro prol: blocks proliferation of human lung fibroblasts | viability, % at 10 µM | AID 719 | LL 47 human lung fibroblast viability, ATP luminescence; stronger effect = lower value | actives 1.1% (n = 85,000);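 active = viability at or below 50% in the single dose screen; inactive = viability above 50%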;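 also: compound exposure lasted 72 h before the ATP readout; 100% = median luminescence of untreated cell-only wells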
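Benchmarks: Cell-only wells, no compound | Test system: LL 47 human lung fibroblasts, passage 12 or lower | Input: 1,150 cells/well | Measured by: CellTiter-Glo luminescence measuring cellular ATP | Medium: IMEM, 15% FBS supplement | Schedule: Overnight attachment after seeding, then 72 h compound exposure at 37 °C | Doses: Compound addition at 0.1% DMSO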
cytoskel mod: alters cytoskeleton assembly in HUVEC cells. HUVEC TNFa F-actin phalloidin imaging, high content. inhibition, % at 2 µM. actives 0.18% (n = 91,000). AID 836;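 active = inhibition above the batch mean plus 3 SD and confirmed as a hit by visual image inspection, cut at about 30% in these data, passing the limit was not always enough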; also: strong numbers were not always called active
H69AR inhibit: growth inhibitors of human H69AR lung tumor cells; H69AR lung tumor viability, ATP luminescence, 72 h; stronger effect = lower value; viability, % at 10 µM; actives 6% (n = 85,000);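 active = viability at or below 40%; inactive = viability above 40%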;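 also: multidrug resistant small cell line overexpressing MRP-1 efflux transporter; 100% = mean luminescence of untreated control wells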
VCAM1 TNFa inh: reduces TNF alpha induced VCAM1 expression in HUVEC; AID 802; HUVEC TNFa-induced VCAM-1 immunofluorescence, high-content imaging; inhibition, % at 2 µM; actives 0.48% (n = 95,000);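 active = inhibition above the batch mean plus 3 SD, with images confirmed as a hit by eye, cut at about 37% in these data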;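 also: 0% = TNF-stimulated DMSO wells and 100% = unstimulated control wells; not every result past the cut was called active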
HUVEC tox TNFa: toxic to HUVEC cells under TNF alpha stimulation | HUVEC TNFalpha-stimulated, Hoechst cell count, imaging | cell count reduction, % at 2 µM | actives 0.17% (n = 93,000) | AID 848;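 active = cell count reduction exceeding the screen mean by over 5 SD, scaled to untreated wells per plate, cut at about 78% in these data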;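 also: cells counted after 24 h of TNF alpha exposure following the 1 h pretreatment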
HUVEC prolif 384: blocks proliferation of human endothelial cells; actives 1.1% (n = 86,000); HUVEC proliferation, CellTiter-Glo luminescence, 72 h; stronger effect = lower value; viability, % at 10 µM (by protocol);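 active = viability at or below 30%; inactive = viability above 30%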;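 also: 100% = median luminescence of DMSO-only cell control wells on each plate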
Starred values were filed as active, the others as inactive; . = not tested or not shown; [ ] = another dose, or the depositor's remark. Not all compounds are listed; the hit share may differ from the screen's.

Every second line gives: PTK2B oligo ant, Smad3 FoxH1 inh, IL1B cytotox, Lung fibro prol, cytoskel mod, H69AR inhibit, VCAM1 TNFa inh, HUVEC tox TNFa, HUVEC prolif 384
CSc1ccc(CNc2ccc(Cl)cc2)cc1
→ 1.5, ., -20, ., -17, ., 7, -7, .
Cc1ccc(-c2csc(NC(=O)C3CC=CCC3C(=O)O)c2C(=O)OC(C)C)cc1 (stereo not drawn)
→ 0.85, ., 3, ., -2, ., 5, -9, .
CC(NC(=O)COc1ccccc1)C(=O)NC1=NCCS1 (stereo not drawn)
→ 0.62, -6, -3, 100, -4, 96, -11, -8, 95
CCOC(=O)c1sc2nc(N3CCOCC3)c3c(c2c1N)CCCC3
→ -1.6, 6, 8, 88, 6, 48, -34, -20, 58
CCN(CC)S(=O)(=O)c1ccc2nc(SC)sc2c1
→ 0.56, 15[fluorescence artefact?], -7, 99, -6, 98, -22, -8, 84
Cn1cccc1/C=N/n1c(-c2ccccc2)n[nH]c1=S
→ 0.27, ., 9, ., 12, ., -14, -18, .
COc1ccccc1N1CCN(S(=O)(=O)c2cn(C)c(=O)n(C)c2=O)CC1
→ ., 9[fluorescence artefact?], -9, 96, -19, 96, 2, 0, 91
N/C(=N\OC(=O)CCCN1C(=O)c2ccccc2C1=O)c1ccc(Br)cc1
→ 3.3, ., 12, ., 0, ., 2, -15, .
CCc1nnc(NC(=O)C2c3ccccc3Oc3ccccc32)s1
→ -1.9, -9, -13, 88, 46*, 89, -23, -16, 92
COC(=O)CSc1nc2cc(C)ccc2cc1C#N
→ 1.9, -11, -5, ., 43, 78, -4, -22, 81
Cc1oc2c(c1C(=O)Nc1ccc(C(=O)O)cc1)CCCC2
→ 0.04, -16, -13, 98, ., 95, -5, -21, 88
O=C(NCc1cccs1)[C@@H]1CSC2c3ccccc3C(=O)N21 (stereo partly drawn)
→ -0.88, 28, 12, 103, 11, 98, 6, -10, 105
CC1CCCC(C)N1C(=O)c1cc(-c2ccc(Cl)c(Cl)c2)on1 (stereo not drawn)
→ -0.36, -6, -4, 97, -32, 93, -10, -19, 43
CCOCCCNC(=O)C(c1ccccc1)N(Cc1ccc2c(c1)OCO2)C(=O)CNC(C)=O (stereo not drawn)
→ 0.57, -4, -5, 105, -30, 95, 10, 10, 94
CCc1ccccc1NC(=O)c1onc(C)c1Cl
→ ., -4, 6, 96, 0, 80, 9, 17, 92
CCN(CC)C(=O)Cn1ncc2c1-c1ccccc1OC2
→ ., 12[fluorescence artefact?], 5, 92, 1, 98, 4, -15, 101
COc1ccc(Cl)cc1NC(=O)C1CCCN(S(=O)(=O)c2cccc3nonc23)C1 (stereo not drawn)
→ 0.34, 10[fluorescence artefact?], 10, 84, -19, 48, 9, -15, 90
CCN1CCN(Cc2c(C)[nH]c3ccc(C(=O)OC)cc3c2=O)CC1
→ 0.46, 10, -23, 97, 8, 83, 96*, -26, 86
Cc1ccc(NC(=O)Nc2ncccc2C)cc1
→ -0.94, -5, 1, 93, 15, 76, 17, -12, 93
CSc1nc(=O)n(-c2ccccc2)c(C)c1C(C)=O
→ 0.11, 4, 0, 94, -32, 99, -3, -1, 97
CN(C)c1ccc(/C=N\NC(=O)c2csnn2)cc1
→ -0.13, ., 6, ., ., ., 5, -9, .
O=C(Cc1ccc2c(c1)CCCC2)Nc1ccccc1Br
→ 0.49, ., -10, ., 9, ., 8, -4, .
O=C(c1ccco1)N1CCN(C(=O)c2cc3c(=O)oc4ccccc4c3s2)CC1
→ 0.6, -2, -17, 105, 23, 98, 13, -38, 100
O=C(OCN1C(=O)c2ccccc2C1=O)/C(=C\c1ccco1)NC(=O)c1ccccc1
→ 1.8, ., -52, ., -4, ., 0, -30, .
CCCCc1nc2ccccc2c(NC(=O)CN(CC)CC)c1CCC
→ 0.31, 2, 2, 98, 3, 56, 2, -15, 97
CC12CCC(C(=O)Nc3ccc(SC(F)F)cc3)(CC1=O)C2(C)C (stereo not drawn)
→ -1.1, ., 22, ., 2, ., 0, 11, .
COC(=O)C1=C(C)n2nnnc2NC1c1cc2ccccc2o1 (stereo not drawn)
→ -1.2, -1, ., 106, ., 82, ., ., 100
Cn1c(=O)n(C)c2cc(S(=O)(=O)N3CCCc4ccccc43)ccc21
→ 0.34, 2, -11, 90, -4, 21*, -17, -18, 72
Cc1cc(C)nc(-n2c(Nc3ccccc3)cc(=O)c3c(C)n(-c4ccccc4)c(=O)nc32)n1
→ ., 5, -10, 108, 3, 86, -13, -7, 109
COc1ccc(C(=O)NCc2nnc(SC)n2C2CCCCC2)cc1
→ ., -2, ., 99, ., 94, ., ., 95
O=C1/C(=N/n2cnnc2)c2ccccc2N1Cc1ccccc1
→ ., 10, -8, 92, -16, 17*, 10, -20, 70
COc1ccc(NC(=O)C(C)NS(=O)(=O)c2ccc(NC(C)=O)cc2)cc1Cl (stereo not drawn)
→ 1.6, -3, -7, 98, -10, 101, 10, 2, 112
CCC1=NC(c2ccccc2OC)N(O)C1(C)C (stereo not drawn)
→ 1.9, -13, 11, 109, -9, 106, -14, -9, 99
COCc1cc(C)nc2sc(C(=O)N3CCCC3)c(N)c12
→ 0.71, 6, 11, 94, -2, 86, 4, -9, 100
Cc1cc(Br)cc2c(C(=O)Nc3c(C)n(C)n(-c4ccccc4)c3=O)cc(-c3cccs3)nc12
→ -1.6, ., -20, ., -17, ., 0, -4, .
O=C(CN1C(=O)NC2(CCCCCCC2)C1=O)N1CCc2ccccc2C1
→ 0.39, -17, -7, 105, 7, 95, 15, -13, 98
CC(=O)NNc1cc(=O)c2c(=O)n(C)c(=O)n(C)c2[nH]1
→ -0.09, ., -60, ., -8, ., 7, 2, .
CC1CCN(C(=O)c2scc3c2OCCO3)CC1
→ 0.71, 7, -10, 96, -11, 89, -10, -18, 105
Cc1ccn2cc(CSc3ccccc3)nc2c1
→ 0.01, 0, -18, 99, 7, 106, 6, -33, 89
COc1cc(NS(=O)(=O)c2ccc(NC(C)=O)cc2)cc(OC)c1
→ 1.3, 2, -36, 97, ., 90, -2, 0, 98
S=C1NC(c2ccccc2)=NCN1c1ccc(Cl)cc1
→ 0.62, 10, ., 89, 8, 93, -6, -7, 99
CCn1c(=O)n(CC(=O)NCc2ccccc2OC)c(=O)c2ccccc21
→ 0.26, 5, -71, 103, 5, 85, 15, -22, 100
CCc1ccc2nc(NC(=O)CSCc3c(C)noc3C)sc2c1
→ -1.9, -5, -10, 100, 2, 93, -3, -6, 108
C=C(C)Cn1c(CCNC(=O)C(C)(C)C)nc2ccccc21
→ -0.36, 1, ., 100, ., 94, ., ., 96
CCOc1ccc(Br)cc1S(=O)(=O)Nc1ccc(N2CCOCC2)cc1
→ -0.12, ., 17, ., 6, ., 20, 7, .
C/C(=N/Oc1nc(C)cc(C)n1)c1ccccc1
→ 0.55, 7, 4, 100, -1, 103, 2, -3, 94
Cc1nc2sc(C(c3ccco3)N3CCN(c4ccccc4)CC3)c(O)n2n1 (stereo not drawn)
→ ., 5, ., 102, ., 93, ., ., 98
O=C(CCC(=O)NC1CCCCCC1)Nc1nnc(C(F)(F)F)s1
→ 0.42, -8, 16, 96, -18, 92, 1, -5, 93
O=C(Nc1nccs1)c1ccccc1N=Cc1ccccc1
→ -0.33, ., -20, ., -42, ., 2, -9, .
COc1cccc(CC2CC(=O)N(CCc3ccc4c(c3)OCO4)C2=O)c1 (stereo not drawn)
→ 0.27, 6, 7, 102, 2, 105, 5, -16, 95
COc1ccc2c(c1)C(=NO)c1cc(OC)ccc1-2
→ -1.1, 2, ., 89, ., 52, ., ., 78
COc1ccc(-c2cc(-c3ccccc3)n3ncnc3n2)cc1
→ -2.1, 4, -6, 105, -20, ., -8, -7, 83
COc1ccc(NC(=O)CSc2nc3c(c(=O)n2-c2ccc(F)cc2)SCC3)c(OC)c1
→ -1.4, -1, 2, 93, -8, 65, 15, -2, 103
CC1CCN(c2c(NCC3CCC(C(=O)N4CCCCC4)CC3)c(=O)c2=O)CC1 (stereo not drawn)
→ ., 5, -3, 96, 5, 89, 6, -10, 94
CCON1C(=O)CN(C(=O)OC)C1c1ccc(Cl)cc1Cl (stereo not drawn)
→ 0.95, -3, ., 92, -14, 86, 4, 10, 92
Cc1cc(C(=O)CSc2nnc(-c3cccc(F)c3)n2N)c(C)n1Cc1ccc2c(c1)OCO2
→ 0.28, ., 13, ., 3, ., -5, -5, .
CCc1ccc(-n2c(Cn3nc(C(F)(F)F)cc3C)n[nH]c2=S)cc1
→ -0.22, ., -4, ., 4, ., -9, 8, .
CC(=O)c1sc(Nc2nc(C)cc(C)n2)nc1C
→ 0.17, 4, 0, 98, 3, 29*, -9, -27, 81
COc1ccc(-c2noc(CSc3nnc(Cc4ccccc4)n3-c3ccc(Cl)cc3)n2)cc1
→ -0.34, -11, 14, 103, 11, 13*, 0, -1, 74
Cc1ccc2[nH]c(-c3ccccc3)cc(=O)c2c1
→ ., -1, 20, 61, -106, 33*, 64*, 37, 47

Next structures:
Every second line gives: PTK2B oligo ant, Smad3 FoxH1 inh, IL1B cytotox, Lung fibro prol, cytoskel mod, H69AR inhibit, VCAM1 TNFa inh, HUVEC tox TNFa, HUVEC prolif 384
N#Cc1nc(-c2ccc(F)cc2)oc1NCCN1CCOCC1
→ ., ., 11, ., 10, ., 8, -14, .
CCCCOc1ccccc1C(=O)NCC(=O)O
→ 0.5, 6[fluorescence artefact?], ., 110, ., 96, ., ., 96
COc1ccc(OC)c(-c2nnc(SCC(=O)NC3CCCCC3)o2)c1
→ ., -1, ., 99, ., 87, ., ., 91
O=C(/C=C/c1cccs1)c1cc(Cl)ccc1OC(=O)N1CCOCC1
→ -1.1, ., -34, ., -28, ., 8, 3, .
Cc1nc(NCCO)c2nnn(Cc3ccccc3F)c2n1
→ 3.7, 3, 2, 104, -2, 104, -14, -6, 99
O=C(O)c1ccc(S(=O)(=O)Cc2ccccc2)cc1
→ 0.36, 12, -34, 94, -1, 102, -3, -11, 100
NNC(=O)CNC(c1ccccc1)c1cc(Br)ccc1NC(=O)CCN1CCOCC1 (stereo not drawn)
→ -0.37, ., 16, ., 2, ., -2, 16, .
Cc1ccc(C(=O)Nc2ccccc2SCC2CSc3nc4ccccc4c(=O)n32)cc1 (stereo not drawn)
→ -0.83, ., -25, ., -15, ., -10, -9, .
